From PubChem BioAssay
AmpC no deterg = inhibitors of E. coli AmpC beta-lactamase without detergent; P00811; Potency, µM (highest dose often 57.1 µM), inactives show top-dose activity change, negative = inhibition, most hits filed as inhibitors; AmpC nitrocefin hydrolysis, absorbance 480 nm, 0.0001% Triton; 330,000 compounds, 0.52% hits; AID 485341;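 also: potency is read from the fitted curve at half-maximal effect; plate controls were no compound for no effect and no enzyme for full effect; nearly all actives have a fitted effect of over 20% in size; some results filed as inactive show a strong effect at the top dose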
Target sequence (P00811 whole entry, looked up): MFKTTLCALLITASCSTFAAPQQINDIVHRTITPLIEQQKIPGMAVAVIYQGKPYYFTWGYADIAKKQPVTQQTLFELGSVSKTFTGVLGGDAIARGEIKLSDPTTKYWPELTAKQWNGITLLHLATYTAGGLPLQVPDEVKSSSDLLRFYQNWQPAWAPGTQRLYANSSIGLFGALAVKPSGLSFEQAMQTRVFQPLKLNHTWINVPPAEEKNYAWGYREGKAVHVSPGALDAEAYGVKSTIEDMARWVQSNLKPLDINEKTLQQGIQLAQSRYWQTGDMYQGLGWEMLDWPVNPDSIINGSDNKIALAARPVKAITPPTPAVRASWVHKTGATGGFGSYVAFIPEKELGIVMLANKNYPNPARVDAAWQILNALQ
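20 mM phosphate pH 7.0 + 0.01% (detergent screen) or 0.0001% Triton X-100; 5.3 nM AmpC reagent; cpd preinc 15 min RT; nitrocefin (800 uM stock) to start; A480 q20 s × 4 min; Activity was normalised to no-enzyme and no-compound control wells.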
LmPK inhibitor = inhibitors of Leishmania mexicana pyruvate kinase; Q27686; Potency, µM (series often up to 57.5 µM), for the others: top-dose activity change, negative = inhibition, most hits filed as inhibitors; purified LmPK, Kinase-Glo ATP luminescence, 1 h; 290,000 compounds, 0.37% hits; also: potency is read from the fitted curve at half-maximal effect
Target sequence (Q27686 whole entry, looked up): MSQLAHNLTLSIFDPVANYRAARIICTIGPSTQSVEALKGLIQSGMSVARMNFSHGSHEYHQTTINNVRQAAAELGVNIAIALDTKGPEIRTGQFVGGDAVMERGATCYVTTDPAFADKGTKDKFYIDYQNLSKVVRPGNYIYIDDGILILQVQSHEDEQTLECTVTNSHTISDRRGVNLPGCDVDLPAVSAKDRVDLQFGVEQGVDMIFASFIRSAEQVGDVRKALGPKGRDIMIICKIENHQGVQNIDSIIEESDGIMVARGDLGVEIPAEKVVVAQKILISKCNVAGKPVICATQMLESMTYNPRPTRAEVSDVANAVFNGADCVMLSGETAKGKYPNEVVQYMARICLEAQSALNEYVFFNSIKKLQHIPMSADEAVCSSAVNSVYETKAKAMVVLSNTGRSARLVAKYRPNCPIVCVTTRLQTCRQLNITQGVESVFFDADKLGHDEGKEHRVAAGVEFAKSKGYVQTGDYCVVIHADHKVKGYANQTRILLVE
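Purified LmPK (0.1 nM) with 0.5 mM PEP and 0.1 mM ADP in imidazole buffer pH 7.2 with MgCl2/KCl, 1 h at room temperature. ATP formed was read by luciferase luminescence and normalized to no-enzyme and uninhibited controls.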
AmpC inh detg = inhibitors of E. coli AmpC beta-lactamase with detergent; 370,000 compounds, 0.041% hits; AmpC hydrolysis of nitrocefin, absorbance 480 nm, 0.01% Triton; P00811; Potency, µM (doses to about 114 µM), for inactives: at the top dose activity change, negative = inhibition, hits mostly inhibitors;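 also: potency is read from the fitted curve at half-maximal effect; 0% = no-compound wells and -100% = no-enzyme wells; nearly all actives have a fitted effect of over 25% in size; some results filed as inactive show a strong effect at the top dose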
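20 mM phosphate pH 7.0 + 0.01% (detergent screen) or 0.0001% Triton X-100; 5.3 nM AmpC reagent; cpd preinc 15 min RT; nitrocefin (800 uM stock) to start; A480 q20 s × 4 min; Activity was normalised to no-enzyme and no-compound control wells.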
HCV inh = HCV inhibition; Huh7.5.1 HCVcc-Cre infection, luciferase reporter, 44 h; Potency, µM (highest dose often 41.8 µM), for the others: top-dose activity change, negative = inhibition, hits mostly inhibitors; 340,000 compounds, 3.4% hits; also: potency is read from the fitted curve at half-maximal effect
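Seed cells (1,000/well) for 4 h; treat with compound and infect with HCVcc-Cre, moi about 0.5. Incubate 44 h, then detect luciferase activity.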
HCMV antiviral = human cytomegalovirus inhibition; HFF cells, HCMV-luciferase reporter, 72 h; active compounds read low; activity change, negative = inhibition, % at 57.5 µM; 410,000 compounds, 4.5% hits; AID 1259415; in the data active = activity change below about -60%; inconclusive = no clear call, values can overlap the other calls; inactive = above about -39%
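Two compound doses tested in HFFs infected with HCMV-luciferase, MOI 1 PFU/cell, 72 h at 37C. Lysate luminescence read with OneGlo; data normalized against buffer-only and 10uM Salinomycin inhibitor controls.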
AMA1 RON2 block = AMA1-RON2 (P. falciparum) interaction inhibition. Potency, µM (highest dose often 58.2 µM), for inactives: top-dose activity change, negative = inhibition, hits mostly inhibitors. AID 720542. AlphaScreen AMA1-biotinylated RON2 peptide binding. 360,000 compounds, 0.2% hits;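 also: potency is read from the fitted curve at half-maximal effect; 0% = vehicle wells and -100% = peptide control; nearly all actives have a fitted effect of over 45% in size; some results filed as inactive show a strong effect at the top dose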
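AMA1 (3D7) with his tag at 25 nM final met compounds first, then biotinylated RON2 peptide at 25 nM; detection used donor plus acceptor beads, 10 µg/mL apiece, read by AlphaScreen after 30 min at room temperature.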
Tb PYK inh = T. brucei pyruvate kinase inhibition | Potency, µM (top dose mostly 76.8 µM), inactives show at the highest dose activity, negative = inhibition, actives largely listed as inhibitors | TbPYK enzyme, Kinase-Glo Plus ATP luminescence, 45 min | Q57TT1 | 410,000 compounds, 0.12% hits | AID 624173; also: potency is read from the fitted curve at half-maximal effect; nearly all actives have a fitted effect of over 50% in size
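T. brucei PYK with substrate was exposed to pin-transferred compounds across a concentration series, then started with 130 uM ADP (final). After 45 min at room temperature, Kinase-Glo Plus luminescence was read, normalized and curve-fitted.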
Active calls of the source: *; ? = inconclusive; / = no result given; & = joins results of further samples; [ ] = remark or other dose. Unless noted, calls follow the shape of the dose curve; as a rule, active = well fitted curve in the direction sought with a large enough effect; inconclusive = small, poorly fitted or top-dose-only effect, or another doubt; inactive = no such curve, though single readings can be large; an effect the other way counts as inactive or inconclusive. Unless noted, % is scaled to controls: 0 for no effect and ±100 for the full control effect.

#1 CC(C)NC(=O)N1CCC(N2CCN(Cc3ccc(F)cc3)C(=O)C2=O)CC1
#2 COc1ccccc1C1C(C(=O)c2cc3ccccc3o2)=C(O)C(=O)N1CCN(C)C (stereo unspecified)
#3 COc1ccccc1NC(=S)NC(=O)CCCOc1ccc(Cl)cc1Cl
#4 O=C(c1ccco1)[C@@H]1[C@@H]2C(=O)N(c3ccc(Br)cc3)C(=O)[C@@H]2C2c3ccccc3C=CN21 (stereo partly specified)
#5 CNC(=O)C(=O)NCC1OCCN1S(=O)(=O)c1ccc(OC)c(OC)c1 (stereo unspecified)
#6 CC(Oc1cccnc1[N+](=O)[O-])C(=O)N1CCc2ccccc21 (stereo unspecified)
#7 CNC(=S)N/N=C/c1cn(CCOc2ccc(OC)cc2)c2ccccc12
#8 CCn1c(SCC(=O)N2CCN(c3ccc(F)cc3)CC2)nnc1-c1ccncc1
#9 O=C(COc1cc(Cl)ccc1Cl)Nc1nnc(CC(=O)N2CCOCC2)s1
#10 O=C(Nc1ccc(O)c(-c2nc3ccccc3o2)c1)c1ccc(Br)cc1
screen / no.	1	2	3	4	5	6	7	8	9	10
AmpC no deterg	/	26%	-25%	-27%	-2%	0%	-48%	-4%	-26%	/
LmPK inhibitor	/	3%	14%	0%	-6%	/	2%	-1%	-1%	/
AmpC inh detg	9%	4%	-12%	?	6%	/	-12%	?	-10%	-6%
HCV inh	/	21%	-5%	0%	10%	-13%	?	/	11%	/
HCMV antiviral	7	47	7	145	21	26	99	-30	-16	-9
AMA1 RON2 block	/	5%	45%[activator]	20%	0%	2%	22%[2.32 µM]	11%	-10%	/
Tb PYK inh	-8%	-9%	-3%	-5%	-4%	-1%	-10%	4%	-7%	2%

#11 COc1ccc(CCNc2ncccc2C#N)cc1OC
#12 COC(=O)CSc1nc2c(c(=O)n(C)c(=O)n2C)n1CCCc1ccccc1
#13 COC(=O)c1sccc1S(=O)(=O)N(CC(=O)Nc1ccc(C)cc1)c1ccccc1
#14 COC(=O)C1CCN(C(=O)NC2CCCCC2)CC1
#15 O=C(CN1C(=O)c2ccccc2S1(=O)=O)N1CCN(c2ccccc2F)CC1
#16 CCCSc1nnc(N2C(=O)C(O)=C(C(=O)c3ccco3)C2c2ccccc2F)s1 (stereo unspecified)
#17 Cc1ccc(NC(=O)[C@H](NC(=O)[C@@H]2Cc3ccccc3CN2)c2ccccc2)c(C)c1
#18 O=C(Nc1ccc2c(c1)OCCO2)c1c(F)cccc1F
#19 COc1ccc(S(=O)(=O)Nc2cc(OC)c(NC(=O)c3ccco3)cc2OC)cc1
#20 COc1ccc(OC)c(S(=O)(=O)n2ccnc2C)c1
screen / no.	11	12	13	14	15	16	17	18	19	20
AmpC no deterg	5%	-12%	/	-8%	3%	-43%	10%	-26%	10%	-12%
LmPK inhibitor	1%	5%	/	-1%	-3%	2%	5%	-14%	9%	-11%
AmpC inh detg	-1%	-12%	22%	-11%	-9%	-5%	-5%	-12%	-7%	-8%
HCV inh	3%	24%	/	1%	11%&34%	5%	-7%	-12%	-21%	7%
HCMV antiviral	94	-34	31	50	-35	?	-34	-18	42	6
AMA1 RON2 block	-1%	15%	/	2%	-7%	52%[activator]	72%[activator]	-3%	-6%	5%
Tb PYK inh	-6%	4%	-5%	0%	-1%	-27%	-5%	-5%	13%	6%

Compound profiles, from the list above. Screens in order: AmpC no deterg	LmPK inhibitor	AmpC inh detg	HCV inh	HCMV antiviral	AMA1 RON2 block	Tb PYK inh
COc1ccccc1C1C(C(=O)c2cc3ccccc3o2)=C(O)C(=O)N1CCN(C)C (stereo unspecified) across the screens: 26%	3%	4%	21%	47	5%	-9%
Cc1ccc(NC(=O)[C@H](NC(=O)[C@@H]2Cc3ccccc3CN2)c2ccccc2)c(C)c1 across the screens: 10%	5%	-5%	-7%	-34	72%[activator]	-5%
COc1ccccc1NC(=S)NC(=O)CCCOc1ccc(Cl)cc1Cl across the screens: -25%	14%	-12%	-5%	7	45%[activator]	-3%

Continued:
#21 COc1ccc(-c2nnc(SCc3cccc(Cl)c3)o2)cc1
#22 CCCn1c(C)c(C(=O)c2cccc3ccccc23)c2ccccc21
#23 CCc1ccccc1NC(=O)C1(C)Cc2ccccc2C(=O)O1 (stereo unspecified)
#24 CC(NC(=O)CN(C)S(=O)(=O)c1ccc(Br)s1)c1ccccc1 (stereo unspecified)
#25 COc1ccc(CC(NC(C)=O)C(=O)NC2CCN(C(=O)c3cccc(Cl)c3)CC2)cc1OC (stereo unspecified)
#26 O=C(CN1C(=O)COc2ccc(S(=O)(=O)NC3CCCC3)cc21)NCc1ccc(Cl)cc1
#27 COc1ccc(Nc2nc(Cl)nc(N3CCN(c4ccc(OC)cc4)CC3)n2)cc1
#28 CCN(C(=O)CSc1nnc(-c2cccs2)n1CC)C1CCS(=O)(=O)C1 (stereo unspecified)
#29 FC(F)(F)c1cc(-c2cccs2)nc2nc(N3CCOCC3)sc12
#30 Cc1ccc(-n2c(Cc3cccc4ccccc34)n[nH]c2=S)c(C)c1
screen / no.	21	22	23	24	25	26	27	28	29	30
AmpC no deterg	/	-14%	/	7%	28%	/	-15%	-8%	15%[11.4 µM]	-9%[2.29 µM]
LmPK inhibitor	/	/	/	1%	6%	/	3%	8%	0%	-12%
AmpC inh detg	2%	-10%	-7%	-2%	-9%	15%	8%	?	?	-5%
HCV inh	/	?	/	-16%	7%	/	/	-4%	13%	8%
HCMV antiviral	3	35	-4	-5	-20	2	-34	-24	-9	-38
AMA1 RON2 block	/	-14%	/	-20%	-9%	/	/	-13%	-10%	96%[activator]
Tb PYK inh	0%	0%	-1%	3%	0%	-1%	/	4%	-3%	?

#31 CCOc1ccc(NC(=O)C2CCCN(S(C)(=O)=O)C2)cc1 (stereo unspecified)
#32 Cc1nc(SCC(=O)Nc2sccc2C(N)=O)c2c(C)c(C)sc2n1
#33 COC(=O)c1ccc(N2C(=O)CC(SCC(=O)Nc3ccc(OC)cc3)C2=O)cc1 (stereo unspecified)
#34 COc1ccc(CCNC(=O)[C@H](C)N2C(=O)N3CCc4c([nH]c5ccccc45)[C@@]3(C)C2=O)cc1OC
#35 Oc1cc2c(cc1O)[C@H]1c3ccccc3CN[C@@H]1CC2
#36 O=C(COc1ccccc1)NCc1ccc2c(c1)CCN2C(=O)c1ccccc1
#37 CCCCOC(=O)C1=C(C)Nc2ncnn2C1c1cccc(OC)c1OC (stereo unspecified)
#38 CCCOc1ccc(N2CC(C(=O)NC3=NCCS3)CC2=O)cc1 (stereo unspecified)
#39 O=c1c2cnn(-c3ccccc3)c2ncn1Cc1ccco1
#40 CCn1nc(C)cc1C(=O)Sc1ccc(Cl)cc1Cl
screen / no.	31	32	33	34	35	36	37	38	39	40
AmpC no deterg	-11%	/	-36%	327%[activator]	-18%	/	30%	-8%	-20%	-8%
LmPK inhibitor	-4%	/	6%	-5%	4.5µM*	/	-4%	-3%	-2%	-1%
AmpC inh detg	?	/	-4%	11%	-3%	7%	?	6%	?	1%
HCV inh	-15%	/	0%	1µM*	/	/	6%	2%	?	3%
HCMV antiviral	30	13	-38	-29	/	15	-27	5	7	-108*
AMA1 RON2 block	7%	110%[activator]	-6%	-11%	/	/	-8%	-6%	-6%	1%
Tb PYK inh	0%	-12%	-11%	0%	/	-2%	0%	-4%	5%	-12%

Reprinted from the part before: 2 entries; new compounds follow.
#39 O=c1c2cnn(-c3ccccc3)c2ncn1Cc1ccco1
#40 CCn1nc(C)cc1C(=O)Sc1ccc(Cl)cc1Cl
#41 CCC(=O)Nc1ccc(S(=O)(=O)Nc2ncccn2)cc1
#42 COc1ccc(C(=O)Nc2ccccc2)cc1NC(=O)c1ccc([N+](=O)[O-])cc1
#43 C/C(CC(=O)NC1CCCC1)=N\NC(=O)C1CCCCC1
#44 CCCCCCCn1c2c(c(=N)c3ccccc31)CCC2
#45 COc1cccc(CNCCSc2nnnn2-c2ccccc2)c1OC
#46 O=C(NCc1cccnc1)c1cc(C2CCCN(C(=O)c3cccc(O)c3)C2)on1 (stereo unspecified)
#47 CCN(CC)S(=O)(=O)N1CCC(C(=O)NC2CCCc3ccccc32)CC1 (stereo unspecified)
#48 CC(=O)n1nc(-c2cccnc2)nc1N
#49 O=C1N[C@H](Cc2ccccc2)CO1
#50 COc1ccccc1N1CCN(C(=O)Cn2cnc3sc(C)c(S(=O)(=O)N4CCC(C)CC4)c3c2=O)CC1
#51 CCn1c(=O)c([N+](=O)[O-])c(NCc2ccc3c(c2)OCO3)c2ccccc21
screen / no.	39	40	41	42	43	44	45	46	47	48	49	50	51
AmpC no deterg	-20%	-8%	-2%	18µM*	-12%	19%	/	/	45%	-7%	-12%	/	-23%
LmPK inhibitor	-2%	-1%	3%	-3%	1%	3%	/	/	-1%	-2%	/	/	1%
AmpC inh detg	?	1%	-1%	-9%	6%	4%	2%	/	-9%	?	?	8%	1%
HCV inh	?	3%	21%	?	10%	1.8µM*	/	/	?	7%	35%[activator]	/	?
HCMV antiviral	7	-108*	14	-16	-38	-79*	4	-24	-13	-17	-14	12	3
AMA1 RON2 block	-6%	1%	-5%	-10%	12%	0%	/	3%	5%	4%	24%	/	-2%
Tb PYK inh	5%	-12%	4%	-3%	1%	-9%	5%	-7%	-12%	1%	3%	-5%	-6%
